Shiga inhibitor – Shiga toxin inhibition | 290,000 compounds, 9.2% hits | inhibition, % at 38.7 µM | Vero cells, Shiga toxin protein synthesis inhibition reporter | AID 2315; in the data active = inhibition mostly above about 28%, no sharp cut-off; inactive = mostly below about 43%; also: 0% is about no effect
AmpC detergent – inhibitors of E. coli AmpC beta-lactamase with detergent; AmpC hydrolysis of nitrocefin, absorbance 480 nm, 0.01% Triton; Potency, µM (series often up to 114 µM), without a hit: at the highest dose activity change, negative = inhibition, actives largely listed as inhibitors; 370,000 compounds, 0.041% hits; AID 485294;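 also: potency is read from the fitted curve at half-maximal effect; 0% = no-compound wells and -100% = no-enzyme wells; nearly all actives have a fitted effect of over 25% in size; some results filed as inactive show a strong effect at the top dose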
Target sequence (P00811 whole entry, looked up): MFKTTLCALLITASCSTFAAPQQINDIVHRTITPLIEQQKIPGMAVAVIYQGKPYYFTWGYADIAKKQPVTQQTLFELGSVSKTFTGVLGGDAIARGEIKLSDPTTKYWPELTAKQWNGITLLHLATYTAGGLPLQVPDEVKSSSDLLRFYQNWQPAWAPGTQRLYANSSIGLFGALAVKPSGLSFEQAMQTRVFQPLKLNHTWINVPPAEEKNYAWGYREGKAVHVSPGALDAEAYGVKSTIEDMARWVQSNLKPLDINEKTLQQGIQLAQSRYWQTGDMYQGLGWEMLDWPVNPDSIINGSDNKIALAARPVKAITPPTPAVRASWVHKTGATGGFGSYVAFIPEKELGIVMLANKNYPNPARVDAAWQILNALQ
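20 mM phosphate pH 7.0 + 0.01% (detergent screen) or 0.0001% Triton X-100; 5.3 nM AmpC reagent; cpd preinc 15 min RT; nitrocefin (800 uM stock) to start; A480 q20 s × 4 min; Activity was normalised to no-enzyme and no-compound control wells.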
AmpC inh no detg – AmpC beta-lactamase inhibition without detergent | P00811 | AmpC nitrocefin hydrolysis, absorbance 480 nm, 0.0001% Triton | Potency, µM (titrated, usually from 57.1 µM), for inactives: at the highest dose activity change, negative = inhibition, actives largely listed as inhibitors | 330,000 compounds, 0.52% hits | AID 485341;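 also: potency is read from the fitted curve at half-maximal effect; plate controls were no compound for no effect and no enzyme for full effect; nearly all actives have a fitted effect of over 20% in size; some results filed as inactive show a strong effect at the top dose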
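20 mM phosphate pH 7.0 + 0.01% (detergent screen) or 0.0001% Triton X-100; 5.3 nM AmpC reagent; cpd preinc 15 min RT; nitrocefin (800 uM stock) to start; A480 q20 s × 4 min; Activity was normalised to no-enzyme and no-compound control wells.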
Cycloheximide cs – counter-screen for Shiga toxin inhibitors: cycloheximide protein synthesis inhibition | max response, % | AID 2314 | 300,000 compounds, 12% hits | cell reporter, cycloheximide protein synthesis inhibition counterscreen; in the data active = max response mostly above about 13%, no sharp cut-off; inactive = mostly below about 14%; also: read at 38.3 µM for the half of the compounds with a filed dose; 0% is about no effect
AMA1-RON2 inh – inhibitors of Plasmodium falciparum AMA1-RON2 interaction | AlphaScreen AMA1-biotinylated RON2 peptide binding | Potency, µM (doses to about 58.2 µM), for the others: top-dose activity change, negative = inhibition, most hits filed as inhibitors | 360,000 compounds, 0.2% hits | AID 720542;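 also: potency is read from the fitted curve at half-maximal effect; 0% = vehicle wells and -100% = peptide control; nearly all actives have a fitted effect of over 45% in size; some results filed as inactive show a strong effect at the top dose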
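AMA1 (3D7) with his tag at 25 nM final met compounds first, then biotinylated RON2 peptide at 25 nM; detection used donor plus acceptor beads, 10 µg/mL apiece, read by AlphaScreen after 30 min at room temperature.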
FBPA Giardia inh – inhibitors of Giardia lamblia fructose-1,6-bisphosphate aldolase. purified Giardia FBPA. A8B2U2. Potency, µM (series often up to 59.6 µM), for the others: top-dose activity, negative = inhibition, hits mostly inhibitors. 290,000 compounds, 0.71% hits. AID 2451; also: potency is read from the fitted curve at half-maximal effect; % is scaled to controls: 0 for no effect and ±100 for the full control effect; nearly all actives have a fitted effect of over 55% in size
Target sequence (A8B2U2 whole entry, looked up): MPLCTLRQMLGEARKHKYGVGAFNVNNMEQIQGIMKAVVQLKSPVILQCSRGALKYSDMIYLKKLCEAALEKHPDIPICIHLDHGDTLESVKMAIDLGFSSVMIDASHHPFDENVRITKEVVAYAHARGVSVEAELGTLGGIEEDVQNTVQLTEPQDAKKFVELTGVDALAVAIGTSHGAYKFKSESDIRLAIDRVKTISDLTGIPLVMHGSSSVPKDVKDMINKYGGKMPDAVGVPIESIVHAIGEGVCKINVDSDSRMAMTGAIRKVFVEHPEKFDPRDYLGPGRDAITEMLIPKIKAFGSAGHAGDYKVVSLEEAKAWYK
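40 nM FBPA preincubated 10 min at RT with compound (up to 57.5 uM final), then substrate plus GAPDH/TPI/NAD/arsenate coupling and diaphorase/resazurin added. Fluorescence read after 20 min at RT, 525/598 nm.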
HCMV inh – blocks human cytomegalovirus replication; activity change, negative = inhibition, % at 57.5 µM; 410,000 compounds, 4.5% hits; HFF cells, HCMV-luciferase reporter, 72 h; stronger effect = lower value; in the data active = activity change below about -60%; inconclusive = no clear call, values can overlap the other calls; inactive = above about -39%; also: % is scaled to controls: 0 for no effect and ±100 for the full control effect
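Two-dose cell screen: HFF monolayers treated with compounds and infected with luciferase-expressing HCMV at 1 PFU/cell, 72 h at 37C, then lysed for luciferase measurement.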
An asterisk follows results filed as active; ? = inconclusive; · = no result given; & = joins results of further samples; [ ] = another dose, or the depositor's remark. Unless noted, calls follow the shape of the dose curve; as a rule, active = well fitted curve in the direction sought with a large enough effect; inconclusive = small, poorly fitted or top-dose-only effect, or another doubt; inactive = no such curve, though single readings can be large; an effect the other way counts as inactive or inconclusive.

SMILES	Shiga inhibitor	AmpC detergent	AmpC inh no detg	Cycloheximide cs	AMA1-RON2 inh	FBPA Giardia inh	HCMV inh
CCc1cc(=O)oc2cc(OCC(=O)NCCN3CCOCC3)c(Cl)cc12	-9.8	-12.2%	-1.7%	-1.0	10.1%	·	-1.3
CC(C)OCCCNc1ncnc2c1[nH]c1ccc(F)cc12	35.2	2.7%	-22.8%	39.0*	7.5%	-2.0%	-79.0*
Cc1sc2nc(CSc3ncn[nH]3)[nH]c(=O)c2c1C	22.9	3.1%	-8.8%	9.0	25.7%	-21.5%	34.7
COc1ccc(C2N(c3ccccn3)C(=O)C3CCCN32)c(OC)c1 (stereo unspecified)	-21.6	0.2%	-9.8%	-3.4	-1.2%	-0.8%	-25.9
CC(C)Cc1nc(S(=O)(=O)c2ccc(Cl)cc2)c(N2CCOCC2)o1	-3.7	-0.6%	-6.0%	1.1	9.5%	-29.4%	·
O=C(Nc1ccc(C(=O)O)cc1)/C(=C\c1ccco1)NC(=O)c1ccccc1	28.1	-4.0%	-19.8%	-1.4	-4.6%	-8.9%	7.9
COC(=O)C(Cc1cnc(Cl)s1)(C(=O)OC)c1ccc(C(F)(F)F)cc1[N+](=O)[O-]	-10.5	-8.3%	35.9%	-1.6	-1.9%	-8.8%	-25.6
CCOC(=O)Cn1nnnc1C(CC)N(Cc1cc2ccc(C)cc2[nH]c1=O)C1CCCC1 (stereo unspecified)	29.2	?	-11.5%	-0.2	3.7%	1.8%	0.1
CCn1c(=O)c(=O)n(CC)c2cc(N3CCCCC3)c(NC(=O)c3ccc(Cl)cc3)cc21	·	-0.9%	-16.1%	·	·	·	-11.3
CC1CCN(C(=O)COC(=O)c2ccccc2NC(=O)c2ccco2)CC1	100.8*	-0.6%	0.5%[2.29 µM]	44.0*	38.7%[activator]	11.8%	29.9
Cc1cc(C)c(C(N)=O)c(Nc2ccc(F)cc2)n1	·	?	-10.3%	2.1	12.0%	6.6%	-8.2
Cc1cccc(NC(=S)N(C)C2CCCCC2)c1	4.6	-2.9%	-47.0%	12.0	-19.0%	-0.4%	4.9
Cc1cccc(COCC(Cc2ccccc2)N2CCN(C(=O)c3cc(Cl)cc(Cl)c3)CCC2=O)c1 (stereo unspecified)	18.2	1.0%	211.6%[activator]	-0.9	-1.7%	-1.4%	·
CN(CCCC(=O)N1CCCC(C(N)=O)C1)S(=O)(=O)c1ccc(F)cc1 (stereo unspecified)	-13.3	-4.3%	-21.5%	3.7	-3.6%	-1.1%	-17.8
COc1cc(C(=O)N[C@H](C(=O)OCC(=O)NC2CCCCCC2)C(C)C)cc(OC)c1OC	·	·	30.5%	·	-3.4%	·	41.8
CCc1ccc(NC(=O)C(=O)NCC2CCCN2S(=O)(=O)c2cccs2)cc1 (stereo unspecified)	·	-18.5%	-29.2%	·	-4.3%	·	-32.8
CC(C)CCNC(=O)C1CCCN(S(=O)(=O)c2ccc3c(c2)CC(C)N3C(=O)C2CC2)C1 (stereo unspecified)	-4.9	-0.4%	111.2%[activator]	1.0	14.7%	-2.3%	-4.5
COc1ccccc1N(CC(=O)NCc1ccc(F)cc1)C(=O)CCC(=O)Nc1ccccn1	24.4	5.6%	61.7%[activator]	-2.7	12.4%	1.7%	-6.0
CCOc1ccccc1NC(=O)CCN1CCN(S(=O)(=O)c2ccc(OC)cc2)CC1	-8.8	1.9%	-8.3%	1.1	36.1%[activator]	-0.7%	-32.6
COc1cc(-c2cc(-c3nnco3)c3ccccc3n2)cc(OC)c1OC	-1.2	-0.9%	148.1%[activator]	10.1	51.2%[activator]	-0.5%	-0.2
COc1ccccc1NC(=O)C(C)OC(=O)C1COc2ccccc2O1 (stereo unspecified)	·	0.5%	-22.3%	·	-4.7%	·	0.0
CC(C)(C)NC(=O)c1nn2c(C(F)(F)F)cc(-c3ccccc3)nc2c1Br	·	-9.7%	-16.8%	0.2	3.4%	11.4%	-16.9
O=C(CSC1=Nc2ccccc2C2CC=NN12)Nc1ccc2c(c1)OCO2 (stereo unspecified)	9.7	?	-28.0%[11.4 µM]	16.3*	-12.2%	-28.5%	50.0
CCOc1cccc(C(=O)N/N=C/c2ccoc2)c1	49.3*	3.4%	-23.4%	23.9*	37.4%[activator]	·	0.0
CC(C)=CC(=O)OCC(=O)Nc1ncc(Cl)c(C)c1Cl	21.4	5.1%	-31.7%	-2.7	13.9%	-5.2%	46.4
Cc1cc(C(=O)Cn2cnc3cc(F)ccc3c2=O)c(C)n1C1CC1	·	·	-36.4%	·	1.1%	·	49.4
CC(C)Nc1nc(NC(C)(C)C)nc(Oc2ccc(=O)n(C)n2)n1	-5.0	1.6%	-17.7%	-3.3	3.2%	1.2%	0.0
CC(C)CC(NC(=O)C(NC(=O)C(Cc1ccc(OCc2ccccc2)cc1)NC(=O)OC(C)(C)C)C(C)C)C(N)=O (stereo unspecified)	-7.0	?	-7.5%	-2.4	-1.5%	1.2%	44.9
COc1ccc(C(c2sc3nc(C)nn3c2O)N2CC(C)OC(C)C2)cc1OC (stereo unspecified)	-1.7	?	-8.6%	-2.8	-3.2%	-7.7%	13.3
O=C(Nc1ccc2c(c1)C(=O)NC2=O)c1cc(Cl)ccc1Cl	2.1	-10.9%	-25.1%	-0.6	-4.0%	-19.1%	-22.4
O=C(O)/C=C/C(=O)NCc1cn(-c2ccccc2)nc1-c1cccc(Br)c1	-5.2	-2.5%	7.3%	-1.7	-10.3%	?	32.9
Cc1csc(NC(=O)Cc2ccc(Br)cc2)n1	61.0	-8.8%	-44.6%	31.3*	8.5%	7.3%	33.2
CCCOc1ccc(-c2nc[nH]c2[N+](=O)[O-])cc1	23.3	-10.1%	-14.6%	2.3	15.4%	-2.3%	-33.3
CC1CCN(S(=O)(=O)c2ccc(NC(=S)NC(=O)c3ccc(Cl)cc3)cc2)CC1	-7.0	-12.2%	-15.4%	10.8	-0.8%	1.3%	22.3
COc1ccc(NC(=O)CN(C)C(=O)c2ccc(COc3ccccc3)cc2)cc1	·	-4.2%	-17.3%	·	11.7%	·	?
COc1cccc(NC(=O)C(=O)N/N=C/c2cc(C)n(-c3ccc(Cl)c(Cl)c3)c2C)c1	12.5	?	-32.3%	15.8	45.4%[activator]	-5.6%	?
Cc1sc2ncnc(SCC(=O)N3CCCC(C(N)=O)C3)c2c1C (stereo unspecified)	·	-14.1%	0.4%	·	10.1%	·	40.7
C#CCNc1c(C)c(C)nc2ncnn12	-2.5	-4.1%	0.7%	1.5	-0.2%	0.3%	-16.2
CCC(=O)N1c2ccc(S(=O)(=O)N(CCO)Cc3ccccc3)cc2CC1C (stereo unspecified)	-6.0	-3.1%	50.6%	-2.9	24.7%	-10.1%	-38.8
O=C(CSc1nc2ccccc2c(=O)n1NC(=O)c1ccccc1)c1ccccc1	73.7*	?	-26.9%	40.8*	-15.5%	10.7%	107.4
CN(C(=O)c1ccc(NC(=O)Cc2ccc(NC(=O)C3CCCN(C(=O)C4CC4)C3)cc2)cc1)C1CC1 (stereo unspecified)	·	-6.3%	8.4%	·	6.2%	·	29.8
COc1ccc(Cl)cc1NC(=O)CN(C)C(=O)c1cc(-c2cccs2)nn1-c1ccccc1	·	-3.1%	-1.9%	·	6.8%	·	-21.5
Clc1ccc(-c2nc3ncccn3c2Nc2ccc3c(c2)OCCO3)cc1	-2.5	13.7%&-0.9%	-8.5%	-2.4	6.3%	1.7%	10.9&14.6
O=C(NCCN1CCCCC1)c1cc(Cl)ccc1Cl	2.3	?	-10.4%	-2.6	4.2%	12.1%	14.6
COc1ccc(Nc2ccccc2)c(C)c1	4.6	?	-34.8%	1.0	-18.2%	-3.7%	12.6
Cc1cc(C)c(C)c(OCCOCCNCc2ccccc2)c1	-16.5	-2.7%	19.8%	-4.6	-4.7%	-7.3%	90.3
O=C(O)c1ccc(-n2nncc2-c2ccco2)cc1	-6.0	?	-11.1%	-2.6	-6.8%	8.0%	1.3
CC1(C)C(=O)Nc2ccccc2N1C(=O)COc1ccc(S(=O)(=O)N2CCOCC2)cc1Cl	-16.1	?	13.6%	-3.1	-9.5%	-5.2%	22.5
CC(C)(C)N(NC(=O)Nc1ccccc1)C(=O)c1ccccc1Cl	-16.1	6.4%	-9.3%	1.8	19.4%	0.5%	82.7
CS(=O)(=O)N1CCN(c2ccccc2NC(=O)c2cccnc2Cl)CC1	-17.2	0.6%	-2.6%	-3.1	-1.4%	1.0%	17.9

Molecules from the list above that have a CF3 group:
SMILES	Shiga inhibitor	AmpC detergent	AmpC inh no detg	Cycloheximide cs	AMA1-RON2 inh	FBPA Giardia inh	HCMV inh
COC(=O)C(Cc1cnc(Cl)s1)(C(=O)OC)c1ccc(C(F)(F)F)cc1[N+](=O)[O-]	-10.5	-8.3%	35.9%	-1.6	-1.9%	-8.8%	-25.6
CC(C)(C)NC(=O)c1nn2c(C(F)(F)F)cc(-c3ccccc3)nc2c1Br	·	-9.7%	-16.8%	0.2	3.4%	11.4%	-16.9

Other structures follow:
SMILES	Shiga inhibitor	AmpC detergent	AmpC inh no detg	Cycloheximide cs	AMA1-RON2 inh	FBPA Giardia inh	HCMV inh
N/C(=N\OC(=O)c1cccc(Br)c1)c1ccccn1	35.9*	4.2%	29.1%	65.8*	85.0%[activator]	·	19.1
COc1ccc(C(=O)N/C(=C\c2ccco2)C(=O)NCc2cccnc2)cc1	31.9	-5.6%	-14.5%	-1.3	14.8%	-22.3%	·
COc1cccc(OC)c1C(=O)NC(=S)Nc1ccc(S(=O)(=O)Nc2nccs2)cc1	-4.1	2.5%	-23.3%	-3.0	1.7%	6.5%	?
CCCN=C1CC(C)(C)CC(=O)/C1=C(/O)CCCN1C(=O)c2ccccc2C1=O	24.4	3.3%	-0.2%	5.9	6.2%	3.4%	-9.7
O=C(CSc1nc2ccccc2c(=O)n1CC1CCCO1)Nc1ccccc1Cl (stereo unspecified)	-14.5	-10.3%	9.0%	-7.4	-2.0%	8.8%	-3.3
O=C(CSCc1ccccc1Cl)NNC(=S)Nc1ccccc1	33.0	-1.6%	-26.6%	10.5*	41.1%[activator]	6.7%	16.1
CC(=O)c1ccc2c(c1)OCO2	23.7	?	-9.6%	-1.8	-3.5%	2.2%	19.1
COc1ccc2c(C)c(CC(=O)N3C[C@H]4C[C@@H](C3)c3cccc(=O)n3C4)c(=O)oc2c1C	5.1	-14.2%	-1.5%	-3.0	13.4%	8.4%	2.0
O=C(CSc1ccc(Cl)cc1)OCC(=O)N1CCN(c2ccccc2)CC1	·	?	29.9%	·	-8.1%	·	-19.8
CN(C)c1ccc(C(=O)NC2CCCc3ccccc32)cc1 (stereo unspecified)	57.7	0.4%	-9.1%	16.5	?	-0.8%	-5.9
COC(=O)c1ccc2c(=O)n(CCN3CCOCC3)c(SCC(=O)c3ccccc3)nc2c1	35.2	5.1%	-24.6%	9.4	13.6%	1.2%	-29.9

From PubChem BioAssay
